Salmonella PhoP GFP: Inhibition of PhoP regulon, Salmonella typhi GFP reporter cells, confirmation, 4 h (AID 1850); inhibition, % at 50 µM; hits with a dose series show IC50 in µM; Salmonella Typhi PhoP-promoter GFP reporter, fluorescence, 4 h; higher % means a stronger effect; 310,000 compounds, 0.33% hits; in the data active = a potency from the dose series; inconclusive = inhibition mostly from about 25% at the one dose, without a potency; inactive = the rest, 99 in 100 with inhibition below about 19%;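 also: 0% = induced wells with vehicle and 100% = uninduced wells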
VEEV TC-83 Vero: inhibitors of VEEV TC-83 cytopathic effect, confirmation, Vero cells (AID 588727). Vero cells, VEEV TC-83 cytopathic effect inhibition; higher % means a stronger effect. one-dose inhibition, % at 20 µM; IC50 in µM for titrated hits. 350,000 compounds, 0.13% hits; in the data active = a potency from the dose series; inconclusive = inhibition mostly from about 14% at the one dose, without a potency; inactive = the rest, 99 in 100 with inhibition below about 12%; also: strong numbers were not always called active
M. tuberculosis: growth inhibition of non-replicating M. tuberculosis (AID 488890). 320,000 compounds, 0.39% hits. inhibition, % at 25 µM, or IC50 in µM where a hit was titrated. Mycobacterium tuberculosis non-replicating, growth inhibition; higher % means a stronger effect; in the data active = a potency from the dose series; inconclusive = inhibition mostly from about 82% at the one dose, without a potency; inactive = the rest, 99 in 100 with inhibition below about 76%;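 also: plate controls were DMSO cells for no effect and high antibiotic wells for full effect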
M. tuberculosis HTS: M. tuberculosis growth inhibition, HTS (AID 449762); M. tuberculosis H37Rv growth inhibition, 7H9 media; higher % means a stronger effect; inhibition, % at 25 µM; hits with a dose series show IC50 in µM; 330,000 compounds, 0.59% hits; in the data active = a potency from the dose series; inconclusive = inhibition above about 70% without an active follow-up result;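 also: bacterial growth assessed after seven days of incubation; strong numbers were not always called active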
H1N1 NS1A inhibition: NS1A inhibition, H1N1 influenza, cell based functional assay (AID 504329); NS1A functional cell-based assay, percent inhibition; higher % means a stronger effect; 340,000 compounds, 0.3% hits; inhibition, % at 12.5 µM, or IC50 in µM where a hit was titrated; in the data active = a potency from the dose series; inconclusive = inhibition above about 27% without an active follow-up result; also: strong numbers were not always called active
VEEV TC-83 Vero 10K pilot screen: second read-out of VEEV TC-83 Vero, no call of its own (marks repeat the call); inhibition, %; measured here: 10K pilot screen inhibition
* marks the source's active call; other numbers are inactive results; i = inactive; ? = inconclusive; / = not tested or not shown. No enrichment for hits, and some 1.6% of all compounds hit somewhere here.

SMILES	Salmonella PhoP GFP	VEEV TC-83 Vero	M. tuberculosis	M. tuberculosis HTS	H1N1 NS1A inhibition	others
CCC1=NN2C(=N)/C(=C/c3ccc(OS(=O)(=O)c4ccc(C)cc4)c(OC)c3)C(=O)N=C2S1	4%	2.7%	19%	3%	4%
Cc1ccc(NC(=O)c2cc(F)c(F)cc2Cl)nc1	4%	0.6%	-12%	-12%	-5%
CCOc1ccc(NC(=O)N2CCCC2C(=O)NCc2ccco2)cc1 (centres undefined)	7%	3.1%	-10%	-8%	-7%
CCN1CCN(Cc2ccc(NC(=O)c3ccc(C)c(/C=C/c4cnc(Nc5cc(N6CCNCC6)nc(C)n5)cn4)c3)cc2C(F)(F)F)CC1	13%	i	?	35µM*	-24%
COc1cccc(C(=O)COc2ccc3c(C)c(Cc4ccccc4)c(=O)oc3c2C)c1	-18%	/	-6%	3%	/
COc1ccc(-c2nn(-c3ccccc3)cc2/C=N/Nc2cccc(C(=O)O)c2)cc1	/	11%	/	/	2%
CC(=O)c1sc2nc(C)c3c(c2c1N)CCCC3	-5%	12%	14%	-3%	/
COc1ccc(CCN2C(=O)CSC2=Nc2ccc(C)cc2C)cc1OC	-2%	1.4%	3%	-2%	5%
O=C(NCCCc1ccccc1)c1cccc(NC(=O)C2CCCCC2)c1	/	0.4%	/	/	-16%
Cc1ccccc1-n1c(=O)cc(N2CCN(C(=O)c3ccco3)CC2)[nH]c1=O	12%	i	-11%	4%	-4%
Cc1ccccc1CN1CCCC(C(=O)Nc2ccccc2Oc2cccnc2)C1 (centres undefined)	-5%	0.3%	-1%	-7%	0%
CCOC(=O)C1CCN(CC(O)COc2ccc(C(C)=O)cc2)CC1 (centres undefined)	-10%	i	0%	-1%	-1%
NS(=O)(=O)c1ccc(CCNC(=O)C(=O)C2C(=O)Nc3ccccc32)cc1 (centres undefined)	32%	0.6%	1%	-2%	14%
Cc1onc(-c2c(F)cccc2Cl)c1C(=O)N(C)CCc1ccccn1	-8%	i	42%	1%	8%
Cc1nnc(C)n1/N=C/c1ccc(-c2ccccc2Cl)o1	7%	i	20%	-1%	14%

Reprinted at random: two compounds from above, in no set order.
SMILES	Salmonella PhoP GFP	VEEV TC-83 Vero	M. tuberculosis	M. tuberculosis HTS	H1N1 NS1A inhibition	others
Cc1ccccc1CN1CCCC(C(=O)Nc2ccccc2Oc2cccnc2)C1 (centres undefined)	-5%	0.3%	-1%	-7%	0%
NS(=O)(=O)c1ccc(CCNC(=O)C(=O)C2C(=O)Nc3ccccc32)cc1 (centres undefined)	32%	0.6%	1%	-2%	14%

(list continues)
SMILES	Salmonella PhoP GFP	VEEV TC-83 Vero	M. tuberculosis	M. tuberculosis HTS	H1N1 NS1A inhibition	others
COC(=O)C1=C(C)N(c2ccccc2)/C(=C/c2ccco2)C1=O	-2%	2.2%	11%	1%	1%
Cc1ccc(S(=O)(=O)N2CCN(C(=O)c3ccccc3)C2)cc1[N+](=O)[O-]	-6%	i	-5%	7%	3%
Fc1cc(F)c2nc(N3CCOCC3)sc2c1	-6%	0.0%	-9%	-6%	19%
Cc1ccc(N2CCN(c3ccc(C)cc3)C(CC(=O)O)C2=O)cc1 (centres undefined)	-7%	5.1%	22%	0%	12%
CCCCNS(=O)(=O)c1ccc(Br)cc1N1CCC[C@H]1CO	/	0.9%	/	/	-5%
COC(CNC(=O)c1cc(Sc2nnc(C)s2)nc2ccccc12)OC	-4%	1.3%	-17%	5%	-3%
CCC1=C(OC(=O)N(CC)CC)N2C(=O)OC(=NCC(=O)OC)[C@]2(C)[C@H]2C1=CC[C@H]1C(=O)N(CC(=O)OC)C(=O)[C@H]12	8%	1.4%	2%	-6%	12%
Cc1cccc(NC(=O)c2nc[nH]c2C(=O)N2CCN(c3ccccc3)CC2)c1	/	1.8%	34%	3%	-8%
O=C(O)C1OC2OC3(CCCCC3)OC2C2OC3(CCCCC3)OC12 (centres undefined)	-4%	i	-13%	3%	-15%
COc1ccc(NC(=O)c2cc(C)no2)cc1Cl	-29%	1.3%	6%	65%	6%
S=c1sc(SCCOc2ccccc2)nn1-c1ccccc1	-9%	2.4%	60%	10%	-8%
CCN1C=C(Cc2cccs2)C2=C(C1)C(c1cccs1)C(C#N)=C(N)O2 (centres undefined)	2%	9.1%	23%	23%	8%
CCN(CC)CCOc1ccc2c(c1)C(=NO)c1cc(OCCN(CC)CC)ccc1-2	22%	i	7%	10%	-6%
CCN(CC)C(=O)Oc1c(Cl)cc(Cl)c2cccnc12	-9%	0.1%	48%	1%	-5%
CCOc1ccc(CNC(=O)CCCOc2cc(=O)n(C)c3ccccc23)cc1	-5%	7.2%	46%	-2%	-2%
O=C(c1cccc([N+](=O)[O-])c1)C12CN3CN(CN(C3)C1)C2	-2%	0.8%	-13%	-1%	-7%
CCNc1nc(NCC)nc(N/N=C/c2cc(OC)c(OC)c(OC)c2)n1	0%	10%	19%	5%	-21%
COc1ccc(Cn2c(SCc3cc(C)ccc3C)nc3cc(OC)c(OC)cc3c2=N)cc1	-5%	i	?	?	-12%
O=[N+]([O-])c1ccc(N2CCOCC2)c([N+](=O)[O-])c1	/	1.3%	/	/	4%
CCCCC(=O)NC1(C(F)(F)F)NC(=O)N(C)C1=O (centres undefined)	-4%	1.6%	2%	-3%	-25%
O=C(CCNc1cc(Cl)cc(Cl)c1)c1cccs1	-1%	i	?	?	-15%
COc1cccc(C2=CC(=O)CCC2)c1OC	-1%	0.1%	-25%	-3%	7%
CCCc1cc(=O)[nH]c(SC(C)C(=O)Nc2ccc3c(c2)OCCO3)n1 (centres undefined)	/	1.9%	22%	3%	-8%
CC(=O)Nc1sc(NC(=O)c2ccccc2)nc1-c1cccs1	-8%	0.2%	6%	2%	-10%
CC1CCC(C(=O)NC(C(=O)NCCc2ccc(S(N)(=O)=O)cc2)C(C)C)CC1 (centres undefined)	-15%	0.3%	1%	5%	-2%
CN(C)CC(O)COC(c1ccccc1)c1ccccc1 (centres undefined)	0%	i	-2%	-4%	-1%
Cc1sc2nc(C)n(/N=C/c3ccccc3O)c(=O)c2c1C	2%	5.2%	-1%	2%	-1%
COc1ccc(N2CCCC2)c(NC(=O)COc2ccccc2Cl)c1	7%	0.4%	-5%	-3%	-3%
Cc1ccc(NC(=O)CCSCCC(=O)Nc2ccc(C)c(C)c2)cc1C	-12%	i	70%	-8%	2%
O=[N+]([O-])c1ccc(C(O)CNC(=S)Nc2ccccc2)cc1 (centres undefined)	-7%	5.1%	79%	-5%	1%
COC(=O)CN(c1cc(Cl)ccc1OC)S(=O)(=O)c1ccc(C)cc1	17%	0.2%	-3%	4%	-9%
Cc1nn(-c2ccccc2)c(C)c1CCC(=O)O	-5%	1.8%	9%	-4%	-3%
CC(=O)N[C@H]1C[C@@H]1c1ccccc1	-2%	0.6%	-1%	-1%	-2%
CCOC(=O)Nc1csnn1	/	0.6%	/	/	-23%
O=C(NC1CCN(Cc2ccccc2)CC1)c1ccc2c(c1)[nH]c(=O)n2Cc1ccc(F)cc1	0%	1.1%	9%	1%	0%	VEEV TC-83 Vero 10K pilot screen=2.3
CCCc1cc(=O)n2c([nH]c3ccccc32)c1C#N	-1%	0.6%	44%	-6%	-2%
Nc1nc(F)nc2c1ncn2[C@@H]1O[C@H](CO)[C@@H](O)[C@H]1O	33µM*	i	?	?	3%
CCOC(=O)c1ccc(NC(=O)CCc2nc(-c3ccccc3Cl)no2)cc1	2%	7.5%	71%	?	-2%
CN(Cc1ccccc1)C(=O)N1CCOCC1	-8%	6.7%	2%	-4%	-2%
Cc1cccc(C(=O)N2CCN(c3ccc(C(F)(F)F)cn3)CC2)c1C	-7%	6.7%	-7%	7%	1%
COc1cc(/C=N/NC(=O)c2cccc([N+](=O)[O-])c2)ccc1OC(=O)c1ccco1	3%	1.1%	-4%	34%	-2%
Cn1c(SCC(=O)NCc2cccs2)nnc1-c1ccc(O)cc1	9%	i	-17%	-2%	-7%
O=C(Nc1ccccc1)c1ccc(-c2ccc(F)cc2)s1	3%	1.2%	?	?	14%
O=C(OCc1ccc(Br)cc1)c1cnc(Cl)c(Cl)c1	-23%	9.9%	?	?	0%
CC(C)Oc1ccc(Cc2c(O)nc(NCCCN(C)C)[nH]c2=O)cc1	4%	0.4%	-15%	-2%	-6%
NC(=O)NCCCC(NC(=O)c1ccc(C#CC2(O)CCCCC2)cc1)C(=O)O (centres undefined)	-13%	0.6%	11%	2%	-2%
COC(=O)c1ccc(N)cc1O	0%	0.2%	70%	66%	8%
Cc1ccccc1-c1ccc(=O)n(CC(=O)Nc2ccc(N3CCOCC3)cc2)n1	-9%	1.2%	1%	0%	2%
O=C(CSc1nnc(-c2ccncc2)o1)Nc1ccc(F)c(F)c1	/	0.7%	5%	-4%	2%
CCCCCN(C(=O)NC(=O)Nn1cnnc1)S(C)(=O)=O	-9%	0.1%	-1%	1%	7%
Cc1ccc2nc(C(=O)N3CCCC(Nc4ccc(F)cc4)C3)cn2c1 (centres undefined)	-1%	i	-9%	-11%	0%
O=C(Cn1cnc2scc(-c3ccccc3)c2c1=O)NCc1ccco1	-6%	0.9%	0%	5%	-21%
Cc1ccc(N(CC(=O)NCC2CCCO2)S(=O)(=O)c2ccccc2)c(C)c1 (centres undefined)	-27%	i	-7%	-5%	5%
Nc1ncc2c(n1)-c1ccccc1CC2	2%	5.1%	-14%	-6%	-11%
O=C(COC(=O)CCc1nc2ccccc2c(=O)[nH]1)Nc1ccc2c(c1)OCO2	-1%	0.6%	-1%	2%	0%

Among those listed so far, 5 have a COOH group.
SMILES	Salmonella PhoP GFP	VEEV TC-83 Vero	M. tuberculosis	M. tuberculosis HTS	H1N1 NS1A inhibition	others
COc1ccc(-c2nn(-c3ccccc3)cc2/C=N/Nc2cccc(C(=O)O)c2)cc1	/	11%	/	/	2%
Cc1ccc(N2CCN(c3ccc(C)cc3)C(CC(=O)O)C2=O)cc1 (centres undefined)	-7%	5.1%	22%	0%	12%
O=C(O)C1OC2OC3(CCCCC3)OC2C2OC3(CCCCC3)OC12 (centres undefined)	-4%	i	-13%	3%	-15%
Cc1nn(-c2ccccc2)c(C)c1CCC(=O)O	-5%	1.8%	9%	-4%	-3%
NC(=O)NCCCC(NC(=O)c1ccc(C#CC2(O)CCCCC2)cc1)C(=O)O (centres undefined)	-13%	0.6%	11%	2%	-2%

Entries from the list above that contain two or more sulfur atoms, in the order listed:
SMILES	Salmonella PhoP GFP	VEEV TC-83 Vero	M. tuberculosis	M. tuberculosis HTS	H1N1 NS1A inhibition	others
CCC1=NN2C(=N)/C(=C/c3ccc(OS(=O)(=O)c4ccc(C)cc4)c(OC)c3)C(=O)N=C2S1	4%	2.7%	19%	3%	4%
COC(CNC(=O)c1cc(Sc2nnc(C)s2)nc2ccccc12)OC	-4%	1.3%	-17%	5%	-3%
S=c1sc(SCCOc2ccccc2)nn1-c1ccccc1	-9%	2.4%	60%	10%	-8%
CCN1C=C(Cc2cccs2)C2=C(C1)C(c1cccs1)C(C#N)=C(N)O2 (centres undefined)	2%	9.1%	23%	23%	8%
CC(=O)Nc1sc(NC(=O)c2ccccc2)nc1-c1cccs1	-8%	0.2%	6%	2%	-10%
Cn1c(SCC(=O)NCc2cccs2)nnc1-c1ccc(O)cc1	9%	i	-17%	-2%	-7%

Bioassay records from PubChem BioAssay.
